Compound activity deposited in PubChem by National Center for Advancing Translational Sciences (NCATS).
hERG WT inh: qHTS for Inhibitors of KCHN2 3.1: Wildtype qHTS; Voltage-gated inwardly rectifying potassium channel KCNH2 (Homo sapiens), Q12809; U2OS, BacMam KCNH2, thallium flux FluxOr; active compounds read low; 340,000 compounds, 0.37% hits; activity change, % at 1.84 µM;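 active = maximum activity change below -70%; inconclusive = maximum activity change between -70% and -50%; inactive = maximum activity change above -50%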; also: % is scaled to controls: 0 for no effect and ±100 for the full control effect
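U2OS cells were transduced with wild-type KCNH2 virus (2.03 x 10^8 / mL) for 4 h at room temperature, then cultured overnight at 37 C. Thallium flux was read with FluxOr dye. Rate constants were normalized to DMSO controls.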
KCNH2 3.1 block: qHTS for Inhibitors of KCHN2 3.1: Mutant qHTS | U2OS KCNH2 3.1, thallium flux FluxOr; active compounds read low | 340,000 compounds, 0.95% hits | activity change, % (tested at about 1.8 µM) | Potassium voltage-gated channel subfamily H member 2, brain isoform KCNH2 3.1 (human);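 active = maximum activity change below -70%; inconclusive = maximum activity change from -70% to -50%; inactive = maximum activity change above -50%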;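 also: thallium influx rate constant from kinetic fluorescence after stimulation buffer; % is scaled to controls: 0 for no effect and ±100 for the full control effect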
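We transduce U2OS cells with the mutant 3.1 virus, culture them overnight, load FluxOr with Red40 quencher for 45 min, then add stimulation buffer and read kinetically for 2 min to derive a normalized rate constant.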
Coupling enz: qHTS Assay for Inhibitors of Fructose-1,6-bisphosphate Aldolase from Giardia Lamblia: Coupling assay counterscreen; 290,000 compounds, 0.67% hits; activity change, negative = inhibition, % at 58.2 µM, hits read low; coupling enzyme system counterscreen, AmpLite Red fluorescence; in the data active = activity change below about -30%; also: % is scaled to controls: 0 for no effect and ±100 for the full control effect
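Compounds tested against the coupling enzymes alone at 57.5 uM final; readout was AmpLite Red fluorescence (525/598 nm) after 20 min at RT.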
TRPV1 ag: HTS Assay for Compounds that Act as Agonists of the Vanilloid Receptor 1. TRPV1-expressing cells, Fluo-8 calcium influx, agonist mode. activation, % at 8.33 µM. 320,000 compounds, 0.19% hits; in the data active = activation above about 80%; inconclusive = between about 30% and that limit; also: 0% is about no effect
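TRPV1-expressing cells were cultured overnight at 35.5C and loaded with Fluo-8 calcium dye for 40 to 90 min at room temperature. After a 10 s baseline, compound was added and calcium influx was read kinetically for 3 min (ex 480/em 520 nm).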
ASM inhibitor: Inhibitors of Secretory Acid Sphingomyelinase (S-ASM): qHTS | AID 504937, 2011 | Potency, µM (highest dose often 57.5 µM), for the others: at the top dose activity change, negative = inhibition, most hits filed as inhibitors | Sphingomyelin phosphodiesterase (Homo sapiens), P17405 | placental ASM, HMU-PC fluorogenic substrate, 60 min | 340,000 compounds, 0.006% hits; also: potency is read from the fitted curve at half-maximal effect
Target sequence (P17405 47-631 limits assumed): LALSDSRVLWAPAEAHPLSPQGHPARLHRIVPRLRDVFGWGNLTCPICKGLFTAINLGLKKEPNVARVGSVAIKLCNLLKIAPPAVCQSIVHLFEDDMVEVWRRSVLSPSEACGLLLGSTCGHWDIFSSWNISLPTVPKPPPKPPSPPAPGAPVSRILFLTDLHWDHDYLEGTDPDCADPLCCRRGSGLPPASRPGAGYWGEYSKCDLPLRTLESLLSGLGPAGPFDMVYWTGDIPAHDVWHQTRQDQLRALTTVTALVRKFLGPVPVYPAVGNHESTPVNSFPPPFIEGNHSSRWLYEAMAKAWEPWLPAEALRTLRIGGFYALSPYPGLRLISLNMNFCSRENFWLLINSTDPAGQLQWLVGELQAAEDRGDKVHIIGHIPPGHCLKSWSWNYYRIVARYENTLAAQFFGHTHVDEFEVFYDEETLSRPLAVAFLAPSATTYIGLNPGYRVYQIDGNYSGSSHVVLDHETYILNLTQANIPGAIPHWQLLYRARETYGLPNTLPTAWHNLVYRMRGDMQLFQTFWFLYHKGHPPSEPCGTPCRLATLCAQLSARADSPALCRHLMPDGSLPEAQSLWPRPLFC
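Human placenta-derived ASM preincubated with compound 10 min at room temperature, then reacted with 9 uM (final) fluorogenic HMU-PC substrate for 60 min at 37 C. Stop solution raises pH to 10; fluorescence read at Ex 386/Em 447 nm.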
MLL CXXC-DNA inh: qHTS Fluorescence Polarization Assay for Inhibitors of MLL CXXC domain - DNA interaction; Potency, µM (titrated, usually from 115 µM), for inactives: at the top dose activity change, negative = inhibition, hits mostly inhibitors; MLL-CXXC / FITC-HOXA9 DNA fluorescence polarization; Histone-lysine N-methyltransferase 2A (Homo sapiens), Q03164; 290,000 compounds, 0.037% hits; AID 2662, 2010; active = well fitted inhibition curve with a large enough effect in the polarisation, with a control signal flat, not every such curve was filed as active; inconclusive = small, poorly fitted or top-dose-only effect, or effect the other way, or a change in a side signal; inactive = no such curve, though single readings can be large or run the other way; the % refers to the polarisation; also: potency is read from the fitted curve at half-maximal effect
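Steps: dispense CXXC domain solution (7 uM) → pin compounds or unlabeled HOX-A9 DNA control → 5 min ambient → add FLSN-HOX-A9 solution (50 nM) → spin → 30 min ambient → fluorescence polarization. Tris pH 7.5/NaCl/DTT/BSA buffer.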
A-T KAP1 phos: qHTS Assay for Identifying a Potential Treatment of Ataxia-Telangiectasia; […] A-T fibroblasts, KAP-1 phosphorylation AlphaLISA; neocarzinostatin DNA damage 30 min before lysis; Potency, µM (top dose mostly 57.5 µM), for the others: top-dose activation, hits mostly activators; 320,000 compounds, 0.19% hits; AID 485349, 2010; also: potency is read from the fitted curve at half-maximal effect; % of control where 0% means no effect; nearly all actives have a fitted effect of over 45% in size
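hTERT-immortalized A-T patient fibroblasts ([…]), 500 cells/well in OPTI-MEM, 1% FBS, got compounds for 60 min, then NCS for 30 min at 37C. Lysates were then assayed for phospho-KAP-1 by AlphaLISA (anti-pKAP1 donor, anti-KAP1 acceptor beads), 6 hr at 25C.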
MBNL1-CUG inh: qHTS Assay for Inhibitors of MBNL1-poly(CUG) RNA binding. Muscleblind-like protein 1 (Homo sapiens), Q9NR56. TR-FRET MBNL1-His/biotin-(CUG)12 binding, 665/545 ratio. Potency, µM (highest dose often 57.5 µM), for inactives: top-dose activity change, negative = inhibition, hits mostly inhibitors. 280,000 compounds, 0.036% hits. AID 2675, 2010; active = well fitted inhibition curve with a large enough effect in the signal ratio, with a control signal flat, not every such curve was filed as active; inconclusive = small, poorly fitted or top-dose-only effect, or effect the other way, or a change in a side signal; inactive = no such curve, though single readings can be large or run the other way; the % refers to the signal ratio; also: potency is read from the fitted curve at half-maximal effect; % is scaled to controls: 0 for no effect and ±100 for the full control effect
Target sequence (Q9NR56 whole entry, looked up): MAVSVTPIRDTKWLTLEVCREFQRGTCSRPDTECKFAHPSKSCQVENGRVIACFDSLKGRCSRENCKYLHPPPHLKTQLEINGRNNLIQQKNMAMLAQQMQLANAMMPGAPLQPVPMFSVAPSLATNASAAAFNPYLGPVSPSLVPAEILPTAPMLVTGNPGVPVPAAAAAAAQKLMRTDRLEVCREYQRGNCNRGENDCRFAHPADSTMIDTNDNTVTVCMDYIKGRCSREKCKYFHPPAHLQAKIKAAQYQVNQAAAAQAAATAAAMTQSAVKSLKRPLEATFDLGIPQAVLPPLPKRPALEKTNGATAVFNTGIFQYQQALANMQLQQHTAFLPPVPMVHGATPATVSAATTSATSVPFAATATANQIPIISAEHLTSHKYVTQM
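His-tagged MBNL1 binding to biotinylated (CUG)12 RNA was measured by TR-FRET using terbium anti-His antibody (0.055 ng/ul final) and streptavidin-XL665 (5 nM final). Compounds were titrated 92 nM to 58 uM; 60 min at room temperature.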
Integrin act MD: qHTS for Activators of Integrin-Mediated Alleviation for Muscular Dystrophy; alpha7betagal myoblasts, beta-gal FDG fluorescence, 48 h; 350,000 compounds, 0.064% hits; Potency, µM (highest dose often 38.3 µM), for the others: top-dose activation, hits mostly activators;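 also: potency is read from the fitted curve at half-maximal effect; 100% = response of the positive control SU9516; nearly all actives have a fitted effect of over 60% in size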
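Alpha7betagal+/- myoblasts (passage 13) were plated 16-24 hr, then exposed to compounds (1:260 dilution of DMSO stock) for 48 hours at 37C. After MPER lysis, β-galactosidase reporter activity was read as FDG fluorescence (ex 480/em 540) after 30 minutes.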
GALK inh: qHTS Assay for Inhibitors of Human Galactokinase (GALK); P51570; Purified GALK, Kinase-Glo residual ATP luminescence; Potency, µM (titrated, usually from 57.5 µM), without a hit: at the top dose activity change, negative = inhibition, actives largely listed as inhibitors; 270,000 compounds, 0.007% hits; also: potency is read from the fitted curve at half-maximal effect; % is scaled to controls: 0 for no effect and ±100 for the full control effect
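ATP-depletion format; final 35 uM ATP, 100 uM D-galactose, 5 nM enzyme; pH 8.0 HEPES/Mg2+ buffer; 60 min RT; luminescence read 10 min after detection reagent.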
An asterisk follows results filed as active; ? = inconclusive; · = no result given; [ ] = dose if it differs, or a comment. Unless noted, calls follow the shape of the dose curve; as a rule, active = well fitted curve in the direction sought with a large enough effect; inconclusive = small, poorly fitted or top-dose-only effect, or another doubt; inactive = no such curve, though single readings can be large; an effect the other way counts as inactive or inconclusive.

SMILES | hERG WT inh | KCNH2 3.1 block | Coupling enz | TRPV1 ag | ASM inhibitor | MLL CXXC-DNA inh | A-T KAP1 phos | MBNL1-CUG inh | Integrin act MD | GALK inh
Cc1ccc(CNC(=O)C2CCCCN2S(=O)(=O)c2ccccc2)cc1 (stereo not drawn) | -11 | 0 | -3 | 7 | -14% | 4% | 0% | -2% | 1% | -2%
O=[N+]([O-])c1cccnc1N1CCC(c2cc(-c3cccc(C(F)(F)F)c3)n[nH]2)CC1 | 34 | 2 | 0 | -1 | -1% | -5% | -6% | 1% | -42% | -1%
CN(C)S(=O)(=O)c1cccc(COC(=O)C2=COCCO2)c1 | -23 | 23 | 0 | 0 | -2% | -5% | 1% | 0% | -8% | 5%
CC(OC(=O)/C(C#N)=C/c1ccc(N(C)C)cc1)C(=O)N(C)Cc1ccccc1 (stereo not drawn) | -14 | -11 | · | 5 | ? | 1% | 7% | 5% | -34% | 6%
Cc1ccccc1CN1CCN(C(C)C(=O)NNC(=O)c2ccc(F)cc2)CC1 (stereo not drawn) | 9 | -2 | · | 3 | 3% | · | -6% | · | 8% | ·
COc1cccc(OC)c1C(=O)OCC(=O)NC1CCCCCC1 | 2 | -2 | · | 5 | -4% | · | 13% | · | -18% | ·
CC(=O)Nc1ccc(S(=O)(=O)N2CCn3cccc3C2C)cc1 (stereo not drawn) | 0 | 0 | · | -12 | -1% | · | -4% | · | 37% | ·
Cc1cc(C)c2oc(C(=O)Nc3ccc(S(=O)(=O)N4CCCC(C)C4)cc3)cc(=O)c2c1 (stereo not drawn) | 8 | · | -2 | 0 | -5% | 6% | 3% | 10% | 27% | 1%
Cc1ccc2oc(=O)c3cc(C(=O)NCCCN4CCN(C)CC4)sc3c2c1 | 1 | 14 | -2 | 3 | -4% | -6% | 0% | ? | ? | -1%
O=C(NCC(=O)N1CCN(S(=O)(=O)c2cccc(F)c2)CC1)c1ccc(Br)o1 | -5 | 10 | · | -3 | 1% | · | -3% | · | 11% | ·
Cc1ccc(CS(=O)(=O)Cc2ccc(C(=O)NCc3cccnc3)o2)cc1 | -6 | 3 | 1 | -1 | 1% | -4% | -6% | ? | -22% | 2%
Oc1c(C(c2ccccc2)N2CCCCC2)sc2ncnn12 (stereo not drawn) | -20 | 4 | 0 | 1 | 7% | 2% | -2% | -14% | -1% | 0%
COCc1cc(C)nc(Sc2nc3c(c(=O)n(C)c(=O)n3C)n2C)c1C#N | 5 | 7 | 1 | -1 | 2% | 0% | 0% | -5% | 24% | 3%
Cc1nc2n(n1)C(O)c1cc([N+](=O)[O-])ccc1S2 (stereo not drawn) | · | · | -3 | 0 | · | 5% | 0% | ? | · | 8%
CCc1ccc(CN/C=C/C(=O)c2ccc(Br)cc2)cc1 | -2 | -7 | 0 | 11 | -10% | 7% | 2% | 4% | -24% | 2%
COc1ccc(Cl)cc1Nc1nc(C)nc2c1oc1ccccc12 | -1 | 10 | 1 | -1 | 0% | -5% | 4% | -3% | -37% | 1%
CC(=O)N1CCN(CC(=O)Nc2cccc(S(=O)(=O)N3CCCCCC3)c2)CC1 | 0 | 19 | 1 | 3 | 4% | 3% | 19% | -1% | 3% | 4%
CCOC(=O)[C@@H]1[C@H]2COc3ccccc3[C@@H]2N2C(=O)N(c3ccc(Br)cc3)C(=O)[C@]12C | 12 | 4 | · | · | -2% | · | 6% | · | 30% | ·
CCn1c(SCc2nc(-c3ccccc3)no2)nnc1-c1cccs1 | -13 | -10 | 8 | 5 | -2% | 21% | 5% | -6% | 1% | 1%
CC1CCCN(S(=O)(=O)c2ccc(CN3C(=O)c4cccnc4C3=O)cc2)C1 (stereo not drawn) | 8 | -12 | 8 | 0 | -3% | 2% | 6% | ? | 14% | 7%
O=C(/C=C/c1ccc(NC(=O)c2ccccc2-c2ccccc2C(=O)O)cc1)c1ccccc1 | -2 | -7 | 11 | 1 | 85%[activator] | ? | 0% | 0% | 57% | 1%
O=C(NCCc1nc2ccccc2[nH]1)c1cc([N+](=O)[O-])cc([N+](=O)[O-])c1 | 0 | -4 | 3 | 6 | -1% | 12% | 0% | ? | -14% | -2%
Cc1cc(CN2CCCCC2C(=O)Nc2ccc(Oc3cccnc3)cc2)oc1C (stereo not drawn) | 7 | 1 | · | ? | 5% | 0% | -8% | -1% | -7% | 5%
Cc1ccc(SCCC(=O)NCC2CCCO2)cc1 (stereo not drawn) | 13 | -2 | 0 | -2 | 4% | -1% | -6% | -7% | 5% | 1%
CN(Cc1ccccc1)Cc1nc2c(c(=O)n(C)c(=O)n2C)n1Cc1ccc(F)cc1 | 1 | 1 | -2 | 17 | 0% | -4% | 14% | 0% | -10% | 1%
O=C(NC(=S)N1CCN(C/C=C/c2ccccc2)CC1)c1ccc(F)cc1 | 2 | 14 | -1 | 27 | 1% | 0% | -7% | · | -45% | -2%
CC(/C=N/NC(=O)c1nnn(-c2nonc2N)c1CN1CCCCC1)=C\c1ccccc1 | 44 | ? | · | 5 | -6% | 8% | 6% | -3% | -6% | -2%
O=S(=O)(Cc1ccccc1)N1CCCCC1 | -13 | 3 | 0 | 11 | 6% | 0% | -1% | 3% | 0% | -1%
O=C(CCN1C(=O)c2ccccc2C1=O)NCCCn1ccnc1 | 10 | 3 | 1 | 3 | 37% | 2% | 4% | 7% | -19% | 0%
Cc1cccc(C)c1NC(=O)C[n+]1cc(-c2ccccc2)n2c1CCC2 | 4 | 6 | 2 | -1 | 4% | -1% | -13% | 0% | -21% | 11%
C=CCn1c(O)c(C(CC)=NCc2cccnc2)c(=O)[nH]c1=O | 3 | 1 | 5 | 2 | 3% | -4% | 5% | 2% | 11% | 2%
COC(=O)c1cc(NC(=O)C2C3C=CC(C3)C2C(=O)O)cc(C(=O)OC)c1 (stereo not drawn) | -20 | -2 | 0 | -3 | 10% | -5% | 0% | -4% | 9% | 0%
COc1cccc(C(=O)NCCCN2CCN(CCCNC(=O)c3cccc(OC)c3)CC2)c1 | ? | -76* | 1 | -3 | 7% | 0% | 2% | -11% | 18% | 2%
CC(=O)Nc1nnc(SCc2cc(=O)c(OC(=O)c3ccccc3)co2)s1 | -10 | -19 | 1 | -2 | -4% | 70%[activator] | 0% | -1% | 25% | 0%
O=C(Nc1cccc(S(=O)(=O)N2CCCCCC2)c1)C1CCC1 | 6 | 11 | · | 28 | 0% | · | 7% | · | -1% | ·
COC(=O)N/N=C/c1ccccc1Cl | -6 | 7 | -1 | 4 | -2% | 8% | 7% | 9% | ? | 0%
Cc1cc(NC(=O)COC(=O)[C@@H](NS(=O)(=O)c2ccc(Br)cc2)C(C)C)no1 | -6 | -9 | 3 | 1 | 0% | -1% | -23% | -10% | -19% | 8%
COc1ccc(C(=O)N2c3ccc(F)cc3CCC2C)cc1OC (stereo not drawn) | -3 | 7 | 0 | 3 | 0% | 1% | 9% | 3% | -2% | 1%
CC1(C)Cc2c(sc3nc(NCCN4CCOCC4)n4ncnc4c23)CO1 | 11 | 2 | -1 | 14 | 2% | 0% | -3% | -1% | 0% | 3%
COc1ccc(NC(=S)N2CCN(c3ccc([N+](=O)[O-])cc3)CC2)cc1OC | -11 | -45 | -10 | 2 | -8% | -2% | 1% | ? | 6% | 6%
COCCn1nnnc1C(c1ccccn1)N1CCN(c2cc(Cl)ccc2C)CC1 (stereo not drawn) | 14 | 4 | -1 | 4 | 2% | 1% | -3% | 3% | 2% | -3%
CCc1nnc(NS(=O)(=O)c2ccc(NS(=O)(=O)c3ccccc3)cc2)s1 | -25 | 8 | 11 | 3 | 8% | 11% | 0% | -3% | 24% | -3%

Reformatted with two lines to a compound: two of the compounds above
Values run as follows: hERG WT inh	KCNH2 3.1 block	Coupling enz	TRPV1 ag	ASM inhibitor	MLL CXXC-DNA inh	A-T KAP1 phos	MBNL1-CUG inh	Integrin act MD	GALK inh
> Cc1cc(NC(=O)COC(=O)[C@@H](NS(=O)(=O)c2ccc(Br)cc2)C(C)C)no1
  -6	-9	3	1	0%	-1%	-23%	-10%	-19%	8%
> COc1ccc(C(=O)N2c3ccc(F)cc3CCC2C)cc1OC (stereo not drawn)
  -3	7	0	3	0%	1%	9%	3%	-2%	1%
